Assay outcomes deposited in PubChem by Southern Research Specialized Biocontainment Screening Center.
M. tuberculosis – growth inhibition of non-replicating M. tuberculosis (AID 488890); inhibition, % at 25 µM, or IC50 in µM where a hit was titrated; 320,000 tested, 0.39% active; Mycobacterium tuberculosis non-replicating, growth inhibition; higher % means a stronger effect; in the data active means a potency from the dose series; inconclusive means inhibition mostly from about 82% at the one dose, without a potency; inactive means the rest, 99 in 100 with inhibition below about 76%;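 further: plate controls were DMSO cells for no effect and high antibiotic wells for full effect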
inhibitors of VEEV – inhibitors of VEEV TC-83 cytopathic effect, confirmation, Vero cells (AID 588727) | Vero cells, VEEV TC-83 cytopathic effect inhibition; higher % means a stronger effect | one-dose inhibition, % at 20 µM; IC50 in µM for titrated hits | 350,000 tested, 0.13% active; in the data active means a potency from the dose series; inconclusive means inhibition mostly from about 14% at the one dose, without a potency; inactive means the rest, 99 in 100 with inhibition below about 12%; further: strong numbers were not always called active
H37Rv inhibition – M. tuberculosis growth inhibition, HTS (AID 449762) | one-dose inhibition, % at 25 µM; IC50 in µM for titrated hits | 330,000 tested, 0.59% active | M. tuberculosis H37Rv growth inhibition, 7H9 media; higher % means a stronger effect; in the data active means a potency from the dose series; inconclusive means inhibition above about 70% without an active follow-up result;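 further: bacterial growth assessed after seven days of incubation; strong numbers were not always called active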
H1N1 NS1A inhibition – H1N1 influenza NS1A inhibitors, functional cell based assay (AID 504329). NS1A functional cell-based assay, percent inhibition; higher % means a stronger effect. inhibition, % at 12.5 µM, or IC50 in µM where a hit was titrated. 340,000 tested, 0.3% active; in the data active means a potency from the dose series; inconclusive means inhibition above about 27% without an active follow-up result; further: strong numbers were not always called active
PhoP GFP inhibition – Inhibition of PhoP regulon, Salmonella typhi GFP reporter cells, confirmation, 4 h (AID 1850); 310,000 tested, 0.33% active; Salmonella Typhi PhoP-promoter GFP reporter, fluorescence, 4 h; higher % means a stronger effect; inhibition, % at 50 µM, or IC50 in µM where a hit was titrated; in the data active means a potency from the dose series; inconclusive means inhibition mostly from about 25% at the one dose, without a potency; inactive means the rest, 99 in 100 with inhibition below about 19%;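 further: 0% = induced wells with vehicle and 100% = uninduced wells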
Active calls of the source: *; i = inactive; ? = inconclusive; . = not tested or not shown.

1: CCc1ccc(-c2csc(NC(=O)c3cccnc3)n2)cc1
2: Cc1ccc2c(c1)C1C[N+](C)(CC(=O)c3ccc(Cl)cc3Cl)CCC1N2C(=O)c1ccc(F)cc1 (configuration not stated)
3: CC1=C(C(=O)NCc2ccccc2)C(c2cccs2)n2ncnc2N1 (configuration not stated)
4: Nc1ccc2c(c1)C(=NO)c1cc([N+](=O)[O-])ccc1-2
5: COc1cccc(C(c2c(N)n(C)c(=O)n(C)c2=O)C(C)[N+](=O)[O-])c1 (configuration not stated)
6: Cc1cc(OCc2nc(N)nc(N)c2-c2ccc(Cl)c(Cl)c2)ccc1[N+](=O)[O-]
screen / no.	1	2	3	4	5	6
M. tuberculosis	42%	?	-11%	.	?	.
inhibitors of VEEV	2.7%	i	i	?	i	4.5%
H37Rv inhibition	2%	24µM*	-4%	.	?	.
H1N1 NS1A inhibition	-3%	0%	-15%	11%	9%	-8%
PhoP GFP inhibition	3%	.	2%	.	-1%	.

7: O=C(NCCCN1CCCC1=O)C1CCN(S(=O)(=O)c2ccc(F)cc2)CC1
8: COc1ccc(CC(=O)Nc2cc(C)ccc2O)cc1OC
9: CC(Sc1nnnn1C)C(=O)NC1CCCc2ccccc21 (configuration not stated)
10: Cc1ccc2nc(N3CCN(c4ccccc4F)CC3)c(C=O)c(=O)n2c1
11: CCc1ccc(-c2cn3nc(C)c(C)nc3n2)cc1
12: COc1ccccc1C1CC(=O)Oc2cc(OC)c(OC)c(OC)c21 (configuration not stated)
screen / no.	7	8	9	10	11	12
M. tuberculosis	10%	69%	12%	42%	15%	.
inhibitors of VEEV	0.3%	1.8%	0.9%	2.1%	i	i
H37Rv inhibition	-5%	-2%	0%	11%	4%	.
H1N1 NS1A inhibition	-10%	-3%	-1%	1%	-5%	-3%
PhoP GFP inhibition	.	-1%	-19%	2%	6%	.

13: COc1ccc(OC)c(CN2CCN(C(=O)c3ccc(C)c(S(=O)(=O)Nc4ccccc4OC)c3)CC2)c1
14: CC(C)(C)OC(=O)C[C@H]1C/C=C\C[C@H](CC(=O)N(CCO)Cc2ccccc2)C(=O)N[C@@H](c2ccccc2)COC1=O
15: COc1ccc(-c2nnc(SCC(=O)NC3CCCCC3)o2)cc1
16: Cc1ccc2cc(CN(CC3CCCO3)C(=S)Nc3ccccc3)c(=O)[nH]c2c1 (configuration not stated)
17: Cc1ccc(-c2nc(C(=O)O)cs2)cc1
18: CC(=O)c1ccc(OC(C)C)c(Cc2c(O)nc(N)[nH]c2=O)c1
screen / no.	13	14	15	16	17	18
M. tuberculosis	.	52%	?	2%	8%	11%
inhibitors of VEEV	9.8%	8.1%	1.6%	9.7%	0.2%	1.2%
H37Rv inhibition	.	-6%	1%	38%	-1%	0%
H1N1 NS1A inhibition	6%	14%	8%	4%	2%	-2%
PhoP GFP inhibition	.	.	4%	-8%	-3%	-2%

19: Cc1[nH]n(-c2ccccc2)c(=O)c1-c1ccc(Cl)cc1
20: Cc1ccccc1CSc1nc2ccccc2c(=O)[nH]1
21: CCOC(=O)c1nnc(-c2cccs2)nc1Oc1ccccc1C(=O)OC
22: CC(NC(=O)C12CC3CC(CC(O)(C3)C1)C2)c1ccccc1 (configuration not stated)
23: COc1ccc(OC)c(-n2cc3c(=O)n(C)c(=O)n(C)c3c2)c1
24: COC(C[C@@H]1O[C@@H]1[C@@H](O)[C@@H](C)OCc1ccccc1)OC
screen / no.	19	20	21	22	23	24
M. tuberculosis	20%	-10%	31%	-11%	-4%	.
inhibitors of VEEV	i	i	2.6%	i	i	0.6%
H37Rv inhibition	3%	4%	-1%	6%	-7%	.
H1N1 NS1A inhibition	0%	0%	4%	3%	-1%	1%
PhoP GFP inhibition	2%	7%	3%	8%	3%	.

Compounds shown so far with an aryl thioether with sulfur outside any ring, in the order listed:
9: CC(Sc1nnnn1C)C(=O)NC1CCCc2ccccc21 (configuration not stated)
15: COc1ccc(-c2nnc(SCC(=O)NC3CCCCC3)o2)cc1
20: Cc1ccccc1CSc1nc2ccccc2c(=O)[nH]1
screen / no.	9	15	20
M. tuberculosis	12%	?	-10%
inhibitors of VEEV	0.9%	1.6%	i
H37Rv inhibition	0%	1%	4%
H1N1 NS1A inhibition	-1%	8%	0%
PhoP GFP inhibition	-19%	4%	7%

Other records follow.
25: COc1ccccc1NC(=O)CC(NCCN(C)C)C(=O)O (configuration not stated)
26: Cn1c(COc2cccc3cccnc23)nnc1SCC(=O)O
27: O=C(CC1SC(=Nc2ccc3c(c2)OCCO3)NC1=O)Nc1ccc(F)cc1F (configuration not stated)
28: COc1ccc(OC)c(CN2CCCC(CCC(=O)N(C)CCc3ccccn3)C2)c1 (configuration not stated)
29: CCOC(=O)c1c(NC(=O)/C=C/C(=O)O)sc(C)c1-c1ccc(C(C)(C)C)cc1
30: O=C1c2ccccc2NC(c2ccncc2)N1c1ccccn1 (configuration not stated)
screen / no.	25	26	27	28	29	30
M. tuberculosis	-11%	-7%	-6%	10%	68%	-5%
inhibitors of VEEV	1.2%	0.8%	0.8%	0.5%	5.1%	2.1%
H37Rv inhibition	-7%	-1%	3%	5%	4%	-12%
H1N1 NS1A inhibition	8%	-8%	-5%	3%	-4%	7%
PhoP GFP inhibition	-4%	3%	8%	-12%	-1%	-15%

Arranged by SMILES length (rising): some entries from above.
25: COc1ccccc1NC(=O)CC(NCCN(C)C)C(=O)O (configuration not stated)
27: O=C(CC1SC(=Nc2ccc3c(c2)OCCO3)NC1=O)Nc1ccc(F)cc1F (configuration not stated)
29: CCOC(=O)c1c(NC(=O)/C=C/C(=O)O)sc(C)c1-c1ccc(C(C)(C)C)cc1
screen / no.	25	27	29
M. tuberculosis	-11%	-6%	68%
inhibitors of VEEV	1.2%	0.8%	5.1%
H37Rv inhibition	-7%	3%	4%
H1N1 NS1A inhibition	8%	-5%	-4%
PhoP GFP inhibition	-4%	8%	-1%

(next part)
31: COc1cccc(NC(=O)Cn2c(=O)oc3cc(S(=O)(=O)N4CCCC4)ccc32)c1
32: C#Cc1ccc(CN2CCCC(C(=O)Nc3ccccc3Oc3cccnc3)C2)cc1 (configuration not stated)
33: C/C(=N\Nc1ccc([N+](=O)[O-])cc1)c1ccc(O)cc1
34: CCc1ccc(NC(=O)CSc2nc(=O)n3cc(C)ccc3n2)cc1
35: CCOC(=O)c1sc(=S)n(-c2ccccc2Cl)c1SC
36: O=C(Nc1cc2c3c(c1)CC(=O)N3CCC2)c1ccc(Cl)cc1
screen / no.	31	32	33	34	35	36
M. tuberculosis	2%	33%	61%	6%	3%	60%
inhibitors of VEEV	1.1%	1.5%	7.2%	7.1%	0.5%	11%
H37Rv inhibition	1%	8%	?	-17%	-9%	54%
H1N1 NS1A inhibition	11%	-2%	.	-15%	13%	-1%
PhoP GFP inhibition	-1%	1%	3%	11%	-15%	9%

37: COc1ccc2oc(C(=O)OCC(=O)N(Cc3ccccc3)C(C)C)c(C)c2c1
38: O=C(CCc1nc2ccccc2c(=O)[nH]1)Nc1nc(-c2cccs2)cs1
39: CCCCN(C(=O)CCNC(=O)NC12CC3CC(CC(C3)C1)C2)c1c(N)n(CCC)c(=O)[nH]c1=O
40: Cc1sc(NC(=O)CSc2nnc(-c3ccccc3)o2)c(C#N)c1C
41: CCOC(=O)c1cnc2ccc(C(=O)OC)cc2c1Nc1ccc(C(=O)O)cc1
42: COc1ccc(NC(=O)N(C)C[C@H]2Oc3c(NC(=O)NC4CCCCC4)cccc3C(=O)N([C@H](C)CO)C[C@@H]2C)cc1
screen / no.	37	38	39	40	41	42
M. tuberculosis	10%	-5%	43%	57%	-11%	26%
inhibitors of VEEV	8.1%	2.2%	1.5%	2.3%	9.2%	0.4%
H37Rv inhibition	15%	1%	5%	0%	6%	3%
H1N1 NS1A inhibition	-2%	-12%	-1%	0%	6%	-4%
PhoP GFP inhibition	13%	0%	-1%	-5%	-8%	.

43: Cc1ccc2c(c1)N(S(=O)(=O)c1ccc3c(c1)NC(=O)CC(=O)N3)CCO2
44: O=C(c1cnn2ccccc12)N1CCN(C2CCCCC2)CC1
45: CC(=O)[C@@H]1[C@@H]2C(=O)N(Cc3ccccc3)C(=O)[C@@H]2C2c3ccccc3C=CN21 (some centres not stated)
46: Cc1nnc(N/N=C/c2cccc(C(F)(F)F)c2)n1N
47: C[C@]12CC(=O)CC1CCC1C2CC[C@@]2(C)C1CC[C@@H]2O (some centres not stated)
48: CCN(CC)c1cc(C)c2cc(NC(=O)CNC(C)=O)ccc2n1
screen / no.	43	44	45	46	47	48
M. tuberculosis	13%	.	43%	?	13%	-9%
inhibitors of VEEV	0.6%	0.6%	2.9%	0.9%	i	2.9%
H37Rv inhibition	-5%	-7%	9%	?	7%	-3%
H1N1 NS1A inhibition	3%	33%	-12%	-5%	-1%	4%
PhoP GFP inhibition	4%	.	4%	-4%	-36%	-1%

49: C=C(C)CNC(=O)CCc1nnc(C2(c3ccc(Cl)cc3)CCC2)o1
50: COc1cc([N+](=O)[O-])c(OC)cc1SCc1n[nH]c(=S)n1-c1ccc(C)cc1
51: Cc1ccc(OCc2nnc(SCc3nc4ccccc4[nH]3)n2Cc2ccco2)cc1
52: O=C1C=C(NCc2ccncc2)CC(c2ccccc2)C1 (configuration not stated)
53: CCCNC(=O)c1ccccc1NC(=O)CN(c1ccccc1)S(=O)(=O)N(C)C
54: CN(C)C(=O)CSc1nnc(Cc2ccccc2)n1Cc1ccco1
screen / no.	49	50	51	52	53	54
M. tuberculosis	18%	-10%	2%	-6%	-11%	-2%
inhibitors of VEEV	5.0%	5.5%	7.6%	0.9%	3.0%	4.4%
H37Rv inhibition	8%	-2%	-3%	-3%	9%	-7%
H1N1 NS1A inhibition	-2%	-7%	2%	-2%	-2%	-21%
PhoP GFP inhibition	-1%	9%	5%	10%	-1%	-4%

Entries of single compounds, looked up by structure. Order of screens: M. tuberculosis, inhibitors of VEEV, H37Rv inhibition, H1N1 NS1A inhibition, PhoP GFP inhibition
`Cc1ccc(-c2nc(C(=O)O)cs2)cc1` is listed with 8%, 0.2%, -1%, 2%, -3%
`COC(C[C@@H]1O[C@@H]1[C@@H](O)[C@@H](C)OCc1ccccc1)OC` is listed with ., 0.6%, ., 1%, .
`CN(C)C(=O)CSc1nnc(Cc2ccccc2)n1Cc1ccco1` is listed with -2%, 4.4%, -7%, -21%, -4%
`COc1ccc(NC(=O)N(C)C[C@H]2Oc3c(NC(=O)NC4CCCCC4)cccc3C(=O)N([C@H](C)CO)C[C@@H]2C)cc1` is listed with 26%, 0.4%, 3%, -4%, .

(more compounds)
55: COc1ccc(C(Nc2ccc(S(=O)(=O)NCC3CCCO3)cc2)C(=O)NC(C)(C)C)cc1OC (configuration not stated)
56: Cn1nc(-c2ccccc2)c(CSc2ccccc2Cl)c1Cl
57: O=C(CSc1nc2[nH]ncc2c(=O)[nH]1)Nc1ccc(OC(F)(F)F)cc1
58: CCCN(CC(=O)Nc1ccc(C(C)=O)cc1)CC(=O)Nc1ccccc1C
59: C/C(CC(=O)N(C(C)C)C(C)C)=N\NC(=O)COc1ccc(Cl)cc1Cl
60: CN1CCC2(CC1)Nc1nc(SCc3ccc(Cl)cc3)nn1C1=C2CN(C)CC1
screen / no.	55	56	57	58	59	60
M. tuberculosis	14%	-9%	13%	71%	-2%	5%
inhibitors of VEEV	1.4%	8.7%	0.2%	0.5%	0.0%	6.9%
H37Rv inhibition	27%	2%	17%	27%	4%	-18%
H1N1 NS1A inhibition	4%	-6%	7%	5%	-11%	3%
PhoP GFP inhibition	3%	-2%	-13%	-3%	11%	1%

61: O=C(CSc1nncs1)NCc1ccc2c(c1)OCO2
62: COc1ccc(-c2csc(N(CC3CCCO3)C(=O)c3ccccc3)n2)cc1 (configuration not stated)
63: CC(C)=NNc1nc2c(c(=O)n(C)c(=O)n2C)n1CCc1ccccc1
64: Cc1cc(=O)oc2c3c(cc(OCC(=O)NC(Cc4ccc(Cl)cc4)C(=O)O)c12)OC(C)(C)CC3 (configuration not stated)
65: CO/N=C/CC(=O)c1ccc(OC)cc1
66: COc1ccc(C(=O)NCC(=O)N/N=C/C(C)=C/c2ccccc2)cc1OC
67: Cc1cc(N2CCCCC2)nc(N2CCOCC2)n1
68: Cn1cccc1/C=N/NC(=O)Cc1cccs1
screen / no.	61	62	63	64	65	66	67	68
M. tuberculosis	14%	-14%	2%	6%	i	24%	1%	0%
inhibitors of VEEV	1.5%	1.8%	1.3%	0.5%	0.6%	2.0%	i	0.8%
H37Rv inhibition	1%	-2%	-14%	-8%	?	6%	-1%	-2%
H1N1 NS1A inhibition	2%	-4%	6%	-1%	-8%	4%	2%	.
PhoP GFP inhibition	-9%	-6%	16%	18%	-2%	-4%	-3%	5%
